# Bioassay records: PubChem, several laboratories
# NR2E3 ag-1: NR2E3 (human) agonism; Q9Y5X4; GST-NR2E3/biotin-RetCOR TR-FRET, 1536-well; inhibition of corepressor binding, % at 4.78 µM; 0.12% of 320,000 active; AID 2300;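 active = percent inhibition above the cutoff of mean plus 3 SD of all tested compounds, set per screening campaign, cut at about 20% in these data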;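 also: 0% = DMSO wells and 100% = biotin wells as full block of FRET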
# Target sequence (Q9Y5X4 whole entry, looked up): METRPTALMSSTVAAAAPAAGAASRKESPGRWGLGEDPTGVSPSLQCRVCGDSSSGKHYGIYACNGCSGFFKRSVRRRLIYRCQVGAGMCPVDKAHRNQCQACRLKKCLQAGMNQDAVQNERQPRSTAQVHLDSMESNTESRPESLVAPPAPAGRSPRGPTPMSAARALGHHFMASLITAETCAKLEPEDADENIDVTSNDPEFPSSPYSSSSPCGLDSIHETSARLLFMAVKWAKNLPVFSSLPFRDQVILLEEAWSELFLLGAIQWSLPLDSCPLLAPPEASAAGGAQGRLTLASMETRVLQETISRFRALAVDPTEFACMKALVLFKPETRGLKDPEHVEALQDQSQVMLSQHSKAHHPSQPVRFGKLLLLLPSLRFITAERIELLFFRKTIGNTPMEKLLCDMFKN
#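 Test system: GST-NR2E3 and biotin-RetCOR proteins | Quantity: 1.35 nM GST-tagged NR2E3 final | Medium: Tris pH 7.5 | Also added: 7 nM biotin-RetCOR | Dosing: Compound at 4.8 µM, single dose | Timing: 5 h at 4 °C | Detection: Time-resolved FRET | Read-out basis: Percent inhibition | Benchmarks: Biotin wells as high control, 0.6% DMSO wells as low control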
# Vif imaging: HIV Vif inhibition; HEK293T cells, Vif self-association by quenched fluorescence, imaging, 24 h; inhibition, % at 7.49 µM; 0.35% of 340,000 active; in the data active = inhibition above about 50%, passing the limit was not always enough; also: some results filed as inactive read as strong as hits
# KKLEB cytotox: counter-screen for CF NF-kB inhibitors: cytotoxicity. KKLEB CF airway cells viability, ATPlite luminescence, overnight; active compounds read low; cells stimulated with P. aeruginosa culture filtrate. activity change (cytotoxicity), % at 5 µM. 0.36% of 360,000 active. AID 602141;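 active = corrected activity change at or below -50% at 5 µM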
# CaV13 FRET inh: Primary screen for inhibitors of IQ motif and Ca2+-dependent inactivation inhibitor domain binding in CACNA1D, Förster resonance energy transfer in living cells, …. HEK cells, CFP/YFP FRET ICDI-IQ, plate reader, 10 min; percent FRET-ratio fall versus neutral wells. inhibition, % at 12.3 µM. 0.098% of 340,000 active;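 active = mean replicate inhibition of at least 30% and at least 1% of replicates passing that level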;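 also: 0% = median of the neutral control wells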
# HIF-2a block: inhibitors of HIF-2a; 786-0 RCC cells HIF-2a reporter, luciferase luminescence, overnight; inhibition, % at 18.8 µM; 0.72% of 360,000 active; AID 624352;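 active = inhibition of the luminescence signal of 40% or more relative to plate controls, in a single-dose primary screen at 18.75 µM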
# Peg3 promoter: inhibitors of Peg3 promoter; AID 588405; 1.7% of 360,000 active; inhibition, % at 20 µM; HeLa PEG-Prom luciferase reporter, luminescence, overnight;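 active = inhibition of at least 50% at 20 µM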
# CF NFkB inh: blocks PAF-induced NF-kB reporter in cystic fibrosis cells | 0.86% of 360,000 active | KKLEB NF-kB-GFP reporter, GFP fluorescence overnight | inhibition, % at 5 µM;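 active = at least 50% inhibition at 5 µM, scaled per plate between neutral and stimulator controls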;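 also: PAF is a Pseudomonas aeruginosa culture filtrate used as stimulus; plate controls were PAF-stimulated DMSO wells for no effect and unstimulated DMSO wells for full effect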
# NR2E3 ag-2: agonists of human NR2E3 nuclear receptor. Q9Y5X4. CHO-S Gal4-NCOR/VP16-NR2E3 two-hybrid, luciferase. inhibition of corepressor binding, % at 3.98 µM. 0.35% of 360,000 active. AID 602229;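 active = inhibition above the mean of all tested compounds plus 3 SD, cut at about 70% in these data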;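 also: 0% = DMSO with NR2E3 transfected cells and 100% = cells lacking NR2E3 construct; higher means lower luciferase signal from less NR2E3 corepressor binding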
# Shn3 inh set2: Schnurri-3 reporter inhibition in Clone20 osteoblasts | Clone20 osteoblast Shn3 3'UTR firefly luciferase, 24 h | inhibition, % at 12.5 µM | 0.52% of 360,000 active;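 active = mean inhibition of at least 75% with every replicate also reaching 75%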;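 also: 0% = median of neutral control wells and 100% = pilot-screen positive control compound; some compounds past the cut are filed as inactive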
# PDI inh: inhibitors of human protein disulfide isomerase; 0.052% of 350,000 active; inhibition, % at 10 µM; PDI insulin aggregation turbidity, A650, 90 min;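 active = mean inhibition across replicates of 30% or more, whatever share of single replicates reach that level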;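 also: absorbance from insulin aggregation driven by PDI reduction with DTT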
# Target sequence (P07237 whole entry, looked up): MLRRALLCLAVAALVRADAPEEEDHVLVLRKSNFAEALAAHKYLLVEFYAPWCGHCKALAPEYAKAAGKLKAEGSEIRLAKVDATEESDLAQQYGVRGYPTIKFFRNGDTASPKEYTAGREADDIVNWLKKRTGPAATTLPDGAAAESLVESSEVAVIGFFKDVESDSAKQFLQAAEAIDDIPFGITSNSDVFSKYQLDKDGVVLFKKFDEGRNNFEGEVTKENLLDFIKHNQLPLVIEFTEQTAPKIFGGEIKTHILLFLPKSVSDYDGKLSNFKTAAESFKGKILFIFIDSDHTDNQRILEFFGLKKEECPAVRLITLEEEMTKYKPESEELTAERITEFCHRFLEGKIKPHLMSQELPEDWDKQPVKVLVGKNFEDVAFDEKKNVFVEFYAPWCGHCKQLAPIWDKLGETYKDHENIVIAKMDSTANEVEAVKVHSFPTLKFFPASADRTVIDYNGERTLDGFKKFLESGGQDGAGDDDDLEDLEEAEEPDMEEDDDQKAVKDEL
# MITF TRPM1 inh: reduces MITF-dependent TRPM1 promoter luciferase signal; SK-MEL-5 TRPM1 promoter luciferase, 24 h; inhibition, % at 12.5 µM; 0.83% of 330,000 active;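 active = mean inhibition across replicates of 60% or more, whatever share of single replicates reaches that level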; also: values of inactives mirror those of a sister screen read the other way
# An asterisk follows results filed as active; x = not tested or not shown. An unsorted share of the library, and some 3.3% of all compounds hit somewhere here.
SMILES,NR2E3 ag-1,Vif imaging,KKLEB cytotox,CaV13 FRET inh,HIF-2a block,Peg3 promoter,CF NFkB inh,NR2E3 ag-2,Shn3 inh set2,PDI inh,MITF TRPM1 inh
CN1OC[C@@H]2CN(C(=O)c3ccco3)[C@H](c3ccc(-c4ccc(C#N)cc4)cc3)C[C@@H]21,x,0,20,-8,2,-31,-47,-12,-2,0,x
Cc1cc(C)cc(C(=O)OCC(=O)NC(=O)NC2CCCC2)c1,1,-3,-1,-6,-6,-9,12,6,13,-13,-1
Cc1cc(C)cc(C(O)c2ncc(-c3ccccc3C)[nH]2)c1 (stereo not drawn),x,-1,-4,-7,11,12,-8,-28,-14,1,x
Cc1ccc2cc3cc(C(=O)NCc4ccc5c(c4)OCO5)oc3nc2c1,x,x,-15,-5,-1,-19,33,1,x,1,-4
CCc1ccccc1NC(=O)C1CCCN(c2nn3c(=O)cc(C)nc3s2)C1 (stereo not drawn),-4,-1,2,-2,-2,-14,17,-16,7,x,0
CCCC(C)NC(=O)c1sc2nc3n(c(=O)c2c1C)CCC3 (stereo not drawn),1,-8,3,-6,-52,-29,26,-36,0,4,-12
O=C(CCCn1cnc([N+](=O)[O-])n1)Nc1cc(Cl)ccc1O,0,-1,8,-4,16,0,8,3,-7,-12,4
COc1ccc(NC(=O)CN2C(=O)CSC(C)C2=O)c(OC)c1 (stereo not drawn),2,-4,-4,-7,15,-15,-4,-9,12,4,-5
C=CCNC(=S)NNC(=O)c1ccc([N+](=O)[O-])cc1,2,0,-5,-3,-7,11,2,-3,-7,10,-4
COc1cc(NS(=O)(=O)c2ccccc2)ccc1-n1nc(C)cc1C,-1,17,10,-6,16,4,-3,-6,-15,-4,12
CCC(=O)N1c2ccc(S(=O)(=O)NCc3ccco3)cc2CC1C (stereo not drawn),5,17,4,-2,-7,-5,11,1,13,2,-5
COc1cccc(Cn2c(-c3cccs3)noc2=O)c1,-1,-4,-4,-8,3,5,11,14,-5,-5,3
O=C1C(CO)C(CO)C(CO)C1CO (stereo not drawn),x,26,-9,-5,9,17,-6,-42,-9,2,1
Cc1ccc2cc(C(c3nnnn3Cc3ccccc3)N3CCN(c4ccccc4)CC3)c(=O)[nH]c2c1 (stereo not drawn),0,-4,-5,-2,6,20,1,-11,13,-6,12
O=C(Nc1nnc(SCC(=O)N2CCOCC2)s1)C1CC(=O)N(c2ccc(F)cc2)C1 (stereo not drawn),0,-1,-2,-6,4,4,-15,9,-7,-9,5
COC(=O)CSc1nnc(-c2ccccn2)n1Cc1ccco1,-1,0,6,-5,11,-11,-14,-5,-3,6,3
Cc1ccc(-n2cnnn2)c(S(=O)(=O)N2CCOCC2)c1,-2,1,-4,-5,-4,-8,6,-18,-13,3,2
COc1ccccc1Nc1nc(N(C)c2ccccc2)nc(N)c1[N+](=O)[O-],x,-11,-15,x,4,20,17,-27,1,19,x
Cc1cccnc1NC(=O)CNC(=O)c1ccccc1,0,-4,7,-2,1,0,11,-22,-1,25,-2
CC12CC3CC(C)(C1)CC(C(=O)N1CCN(C(=O)C4CCCO4)CC1)(C3)C2 (stereo not drawn),2,-1,-19,-5,10,9,-9,-11,-6,7,-12

# Overlap with the part before: 2 entries; new compounds follow.
SMILES,NR2E3 ag-1,Vif imaging,KKLEB cytotox,CaV13 FRET inh,HIF-2a block,Peg3 promoter,CF NFkB inh,NR2E3 ag-2,Shn3 inh set2,PDI inh,MITF TRPM1 inh
Cc1cccnc1NC(=O)CNC(=O)c1ccccc1,0,-4,7,-2,1,0,11,-22,-1,25,-2
CC12CC3CC(C)(C1)CC(C(=O)N1CCN(C(=O)C4CCCO4)CC1)(C3)C2 (stereo not drawn),2,-1,-19,-5,10,9,-9,-11,-6,7,-12
O=C(CN(c1ccc2c(c1)OCCO2)S(=O)(=O)c1ccccc1)NCc1ccco1,0,27,0,x,10,8,-9,-29,-3,8,-10
Cc1cc(NC(=O)C2CCC2)n(-c2ccccn2)n1,-3,-14,-1,-6,-13,12,1,22,-9,-7,-3
CCOC(=O)c1ccc(-n2cnc(-c3ccc([N+](=O)[O-])cc3)c2)cc1,x,x,0,-3,-15,1,-2,-24,6,x,x
O=C(COC(=O)/C=C/c1ccccc1)Nc1cc(C(F)(F)F)ccc1N1CCOCC1,5,6,-1,-2,19,15,22,-14,-23,4,2
O=[N+]([O-])c1ccccc1S(=O)(=O)c1ccccc1[N+](=O)[O-],-3,4,10,-18,-7,-8,9,4,23,0,7
Cc1ccc(-n2nc3c(c2NC(=O)c2ccc(Br)o2)CSC3)c(C)c1,-1,4,31,-9,1,20,-34,-18,5,4,-1
CCNC(=O)CC1SC(=Nc2ccc(C)c([N+](=O)[O-])c2)N(C)C1=O (stereo not drawn),0,0,5,-5,5,21,-22,42,-2,14,x
Cc1cc(C(=O)N2CCC2(C)C(=O)Nc2ccc3[nH]ncc3c2)nn1C (stereo not drawn),x,x,4,-6,10,-1,6,7,-8,0,x
CC(C)Oc1ccc(F)cc1-c1cc(C(=O)N2CCc3ccccc3C2)[nH]n1,x,-15,-2,-7,6,10,-18,1,16,-6,x
CC1(C(=O)Nc2ccc3ccccc3c2)CCC(=O)N1CCOc1ccccc1 (stereo not drawn),x,x,1,-9,12,-1,-5,16,-41,x,x
CCOC(=O)/C(=N/Nc1ccccc1)Sc1nnnn1-c1ccc(C)cc1,3,7,1,-8,1,8,-5,5,0,-6,2
CCOc1ccc(N(C(=O)c2cnsn2)C(C(=O)NC2CCCCC2)c2ccncc2)cc1 (stereo not drawn),0,-6,10,-16,11,19,-20,0,10,-13,12
O=C(Nc1cccc(-c2cscn2)c1)C1CCN(Cc2ccccn2)CC1,x,-2,2,-17,10,9,-1,14,12,3,12
CC1(C(=O)NS(=O)(=O)c2cccc(OC(F)F)c2)CCN1C(=O)CC(c1ccccc1)c1ccccc1 (stereo not drawn),x,-11,3,-11,12,2,9,-4,-2,4,x
COc1cccc(/C=C/C(=O)NCc2cn3cc(Cl)ccc3n2)c1OC,0,2,1,-2,-18,-19,1,-4,-2,-8,13
Cc1cc(-c2n[nH]c(=S)n2/N=C/c2cc([N+](=O)[O-])ccc2Cl)n[nH]1,x,-6,-15,-16,-5,34,38,7,-16,1,-6
CCOC(=O)C(C)c1c(C)[nH]c(=S)[nH]c1=O (stereo not drawn),-1,-1,-1,x,3,3,2,-10,-13,11,0
O=C(COC(=O)CCN1C(=O)C2CC=CCC2C1=O)Nc1ccc(Cl)cc1F (stereo not drawn),3,-1,20,-6,2,-15,-11,-8,-6,5,-1
O=C(O)c1ccccc1-c1ccccc1C(=O)NNc1ccccc1,-1,0,-9,-2,10,-7,17,-19,10,5,6
CS(=O)(=O)OCCCCOS(C)(=O)=O,2,15,-12,-4,0,-3,12,-2,72,0,-3
O=[N+]([O-])c1ccc(NCc2ccccn2)nc1,1,3,11,-5,-150,-117,-12,-9,-34,1,-3
COc1ccc(NC(=O)NCCc2c[nH]c3ccccc23)c(OC)c1,x,2,-9,-1,-13,-13,16,-5,2,-5,0
CCOc1cc(CN2CCC(N3CCC(C(=O)NC4CC4)CC3)CC2)ccc1O,x,27,0,-5,10,3,-6,-10,2,8,x
O=C(Cn1cnc2ccccc2c1=O)c1ccc(OC(F)F)cc1,1,15,7,-4,-161,-115,-26,-131,-39,9,-16
Cc1ccc(S(=O)(=O)Nc2cccc3c2CCCC3)cc1,1,-2,8,-5,22,4,-8,1,-22,0,0
CN1CCN(c2ccc(NC(=O)c3ccc(-c4ccccc4F)o3)cc2)CC1,4,-8,-7,-2,-194,-259,8,-171,-49,-8,-24
OCC1CCCN(c2nc(CN3CCCCC3)nc3scc(-c4ccccc4)c23)C1 (stereo not drawn),1,14,-15,-15,13,12,14,-5,25,-4,-41
O=C(COc1ccc(Br)cc1)N1CCc2ccccc2C1,5,0,4,-3,-45,-32,9,-2,0,4,1
CCCn1c2ccccc2c2nc3ccccc3nc21,2,-20,-23,-4,-166,-161,-18,-39,-14,3,-11
CC(=O)CSc1nnc(Cc2ccc3c(c2)OCO3)o1,-1,-1,7,x,-38,-19,-4,-8,-4,1,-7
N/C(=N\OC(=O)C(c1ccccc1)c1ccccc1)c1ccncc1,-2,-1,28,-3,-5,14,-13,7,-36,5,-8
CCN(CC(=O)Nc1c(F)cccc1F)C(=O)c1cc(C)oc1C,-2,10,3,-6,12,11,0,-17,2,16,3
CC(=O)c1ccccc1OCCn1nc(C(=O)O)c2ccccc2c1=O,-3,17,0,-3,10,2,2,-36,6,7,4
CCCCC(c1nnnn1CC1CCCO1)N1CCN(c2cccc(C)c2C)CC1 (stereo not drawn),1,3,-15,0,15,8,-1,-44,18,10,-4
COc1ccc(CN2C(=O)[C@H]3Cc4c([nH]c5ccccc45)C(C)(C)N3C2=O)cc1,-7,-2,-15,-12,16,49,9,-12,10,10,12
COc1ccc(C(=O)c2sc(Nc3ccccc3)nc2N)cc1OC,-2,30,-7,-16,-74,78*,50,102*,11,10,-33
CCOC(=O)c1sc2nc(C)nc(NCc3ccccc3OC)c2c1C,-1,x,-1,-1,-11,-22,9,-6,65,-6,9
COc1ccc(NC(=O)[C@H](CCS(C)(=O)=O)N2Cc3ccccc3C2=O)c(OC)c1,0,2,-2,-7,6,11,-7,-19,0,4,13
CC1Cc2cc(/C(O)=C3\C(=O)C(=O)N(CCN4CCOCC4)C3c3ccccc3F)ccc2O1 (stereo not drawn),8,0,2,-5,-65,-47,3,-21,-9,-11,11
O=C(COC(=O)[C@@H]1CC(O)CN1S(=O)(=O)c1ccccc1[N+](=O)[O-])c1ccccc1 (stereo partly drawn),2,-3,-1,-6,7,-3,6,1,-9,-5,10

# Entries listed above printed as active in Peg3 promoter.
molecule | NR2E3 ag-1 | Vif imaging | CaV13 FRET inh | HIF-2a block | Peg3 promoter | CF NFkB inh | NR2E3 ag-2 | Shn3 inh set2 | PDI inh | MITF TRPM1 inh
COc1ccc(C(=O)c2sc(Nc3ccccc3)nc2N)cc1OC | -2 | 30 | -16 | -74 | 78* | 50 | 102* | 11 | 10 | -33

# (listing goes on)
SMILES,NR2E3 ag-1,Vif imaging,KKLEB cytotox,CaV13 FRET inh,HIF-2a block,Peg3 promoter,CF NFkB inh,NR2E3 ag-2,Shn3 inh set2,PDI inh,MITF TRPM1 inh
COc1cc2ccccc2cc1C(=O)OCC(=O)N(CC(C)C)c1c(N)n(Cc2ccccc2)c(=O)[nH]c1=O,5,5,-1,-6,16,-1,22,5,16,-1,17
Cc1cc(C)c2cc(CN(Cc3ccc4c(c3)OCO4)Cc3nnnn3Cc3ccco3)c(=O)[nH]c2c1,1,8,2,-4,19,15,-8,-20,21,9,4
Cc1cc(Cl)c2oc(C(=O)N3CCN(c4ccncc4)CC3)c(C)c2c1,7,-12,-12,-10,22,92*,18,38,66,6,-3
[O-]/[N+](=C/c1ccc(F)cc1)c1ccc(Cl)cc1,-2,x,10,x,-229,-273,-19,-19,-80,-1,-44
CC(C)(C)NC(=O)C(c1ccc(O)cc1)N(Cc1ccco1)C(=O)Cn1nnc(-c2cccs2)n1 (stereo not drawn),1,1,3,-10,8,5,7,7,8,-4,10
